Bioassay records (PubChem)
TEAD-YAP block – TEAD-YAP interaction inhibition | HEK-TIYL cells, TEAD-Gal4/YAP UAS-luciferase luminescence | inhibition, % at 9.12 µM | 640,000 compounds, 1.4% hits | AID 1259422; in the data active = inhibition above about 32%;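 also: 0% = median of test compound wells and 100% = reference inhibitor wells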
MITF inh – inhibitors of human MITF; O75030; AlphaScreen MITF homodimerization, bead proximity signal; inhibition, % at 2.6 µM; 650,000 compounds, 0.91% hits; AID 1259374; in the data active = inhibition above about 50%;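 also: 0% = vehicle wells with protein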
FBW7 act – activators of human E3 ligase FBW7 | 650,000 compounds, 0.13% hits | AlphaScreen FBW7–phospho-cyclin E peptide binding, activator screen | normalized activity (activation), % at 26.1 µM; in the data active = normalized activity above about 1.9%;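 also: purified mutant Fbw7 with reduced substrate affinity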
Target sequence (Q969H0 whole entry, looked up): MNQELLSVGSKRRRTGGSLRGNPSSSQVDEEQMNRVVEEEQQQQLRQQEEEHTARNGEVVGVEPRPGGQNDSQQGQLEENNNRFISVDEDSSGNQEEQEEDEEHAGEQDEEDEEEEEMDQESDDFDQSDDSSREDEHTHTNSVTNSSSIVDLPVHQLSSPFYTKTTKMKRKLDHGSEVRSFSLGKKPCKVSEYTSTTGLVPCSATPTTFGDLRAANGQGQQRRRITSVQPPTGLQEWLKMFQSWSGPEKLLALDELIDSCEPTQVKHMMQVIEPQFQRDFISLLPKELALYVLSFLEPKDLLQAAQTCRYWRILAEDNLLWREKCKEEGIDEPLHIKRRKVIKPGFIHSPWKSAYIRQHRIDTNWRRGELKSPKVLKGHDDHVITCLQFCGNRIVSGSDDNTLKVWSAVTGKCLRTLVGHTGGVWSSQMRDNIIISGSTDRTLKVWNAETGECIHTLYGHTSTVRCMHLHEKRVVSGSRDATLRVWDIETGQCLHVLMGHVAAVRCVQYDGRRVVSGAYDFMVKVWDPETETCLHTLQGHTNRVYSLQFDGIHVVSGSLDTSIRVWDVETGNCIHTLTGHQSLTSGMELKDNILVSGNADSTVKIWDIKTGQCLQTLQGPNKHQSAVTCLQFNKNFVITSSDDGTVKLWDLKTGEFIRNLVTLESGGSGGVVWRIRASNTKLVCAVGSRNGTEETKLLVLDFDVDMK
GPR151 activ – activators of human GPR151 | 650,000 compounds, 1% hits | activation, % at 11.2 µM | PathHunter beta-arrestin GPR151 cells, luminescence; in the data active = activation above about 4.9%;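 also: 0% = median of compound wells and 100% = cells with positive control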
Numbers without * were called inactive.

Results follow in this order: TEAD-YAP block	MITF inh	FBW7 act	GPR151 activ
O=C(O)CCc1ccc(-c2ccccc2)n1CC1CCCO1 (configuration not stated)
→ 2	-12	0.0	1.9
CCOC(=O)/C(C(N)=O)=C(\OC)C(=O)CC(=O)c1ccc(C)cc1
→ 6	5	0.1	5.5*
COc1ccc(C2/C(=C(\O)c3ccc(Cl)cc3)C(=O)C(=O)N2c2ccccn2)cc1 (configuration not stated)
→ -12	5	-0.3	-0.7
COc1cc(OC)cc(C(=O)Nc2ccccc2N2CCN(C)CC2)c1
→ 5	-2	-0.1	-0.5
CC(=O)c1cccc(NC(=O)CN(C)S(=O)(=O)c2ccc(Br)cc2)c1
→ -7	6	0.0	0.7
O=C(Cn1c(NCCO)nc2ccccc21)Nc1cccc(S(=O)(=O)N2CCCC2)c1
→ 6	-11	-0.1	0.2
COC(=O)c1ccc(C2Nc3ccc(Cl)cc3C3C=CCC32)cc1 (configuration not stated)
→ -22	5	-0.2	-0.1
CCCn1c(=O)c2c(nc3n(C)c(C)cn23)n(C)c1=O
→ 4	-3	-0.2	4.0
CC(C)CNC(=O)C(=O)NCc1cccc(CNC(=O)C(=O)NCC(C)C)c1
→ -3	17	0.3	-0.2
O=C(NCCCn1ccnc1)c1cc(-c2ccc(Br)cc2)on1
→ 1	-1	0.0	0.4
COc1ccc(C(=O)NCC(=O)OCC(=O)NC2CCCCCC2)cc1
→ 10	11	0.7	-1.1
Cc1cc(OCc2ccccc2F)cc2oc(=O)c3ccccc3c12
→ 0	2	-0.1	0.3
CC1=C(C(=O)OC(C)C)C(c2ccc(C(C)C)cc2)NC(=O)N1 (configuration not stated)
→ -26	-8	-0.1	2.7
O=C(CCNS(=O)(=O)c1ccc(Cl)cc1)NCc1ccccc1Cl
→ 10	12	0.1	-0.8
COC(=O)/C=c1\sc2nc(=O)c(C)nn2c1=O
→ 5	2	-0.1	-0.3
Cc1noc(/C=C/c2cccs2)c1S(=O)(=O)N1CCC(C(=O)O)CC1
→ 6	7	0.0	1.4
Cc1ccc([N+](=O)[O-])cc1NC(=O)CC1Nc2ccccc2NC1=O (configuration not stated)
→ 1	0	-0.2	-1.1
O=C(Nc1cc(Cl)ccc1Cl)c1cccc2ccccc12
→ -20	-3	0.1	0.7
CSCC[C@H](NC(=O)c1ccc([N+](=O)[O-])cc1Cl)c1nc2ccccc2[nH]1
→ 5	15	0.4	0.0
CCOC(=O)C1=C(O)/C(=C/c2cc(OC)c(OC)c(OC)c2)SC1=Nc1ccccc1
→ -9	9	-0.1	-1.3
Cc1cc(NC(=O)C2CCCCC2C(=O)O)ccc1NC(=O)Cc1ccccc1 (configuration not stated)
→ 1	-6	-0.2	0.8
COC(=O)c1sc2nc(SCC(=O)Nc3cccc(C)c3)n(N)c(=O)c2c1C
→ -2	-2	0.2	0.2
Cc1ccc2nc(NC(=O)CSc3nncn3C)sc2c1
→ -26	2	0.1	-0.7
COCCNC(=O)Cn1nnc2ccccc2c1=O
→ 0	-2	-0.2	1.5
COc1cccc(CN2CCN(Cc3ccc(C(F)(F)F)cc3)CC2)c1
→ -11	81*	0.0	-0.4
O=C(NCCc1ccccc1)c1ccc(NS(=O)(=O)c2ccccc2)cc1
→ -8	6	0.2	0.2
Cc1c(Cc2ccccc2)c(=O)oc2cc(OCC(=O)OC(C)C)ccc12
→ -1	1	0.0	2.2
O=C(Nc1ccccc1C(F)(F)F)c1cc2nc(-c3ccco3)cc(C(F)(F)F)n2n1
→ -2	10	0.1	1.0
CC(C)N(Cc1ccccc1)C(=O)/C=C/c1ccccc1[N+](=O)[O-]
→ -2	-24	0.1	-2.4
Cc1cnc(-c2ccccc2)nc1NCCO
→ 10	-4	-0.1	-1.1
C=CCn1c(SCC(=O)O)nnc1-c1ccccc1
→ -2	-1	0.1	-1.9
Cc1sc(-c2cccnc2)nc1-c1ccc2c(c1)CCN2S(C)(=O)=O
→ 4	5	0.1	0.7
CC1(C)Cc2c(C#N)c(N3CCCC3)nc(-c3ccco3)c2CO1
→ 0	-4	0.0	12*
COc1cc(/C=N/NC(=O)c2cccc([N+](=O)[O-])c2)cc(Br)c1O
→ -1	33	-0.1	1.0
CCCN1CCCc2cc(CCNS(C)(=O)=O)ccc21
→ -1	51*	-0.1	-1.5
CCOc1ccc(Nc2nc(C)nc3sc(C)c(C)c23)cc1
→ -10	15	-0.1	0.0
COc1ccccc1C(=O)Nc1cnc(NC(=O)c2cccs2)cc1C
→ -46	-6	0.2	-1.4
CCNS(=O)(=O)c1ccc(CCC(=O)N2CCN(c3ccccc3)CC2)cc1
→ 2	17	0.2	2.1
Cc1ccc(NC(=O)c2nnn(-c3cccc(C)c3)c2N)cc1
→ -87	7	0.1	0.3
CCC(C)NCCOCCOc1ccc(I)cc1 (configuration not stated)
→ -6	55*	0.0	0.2

Rewritten bar-delimited: part of the list above
mol | TEAD-YAP block | MITF inh | FBW7 act | GPR151 activ
Cc1ccc2nc(NC(=O)CSc3nncn3C)sc2c1 | -26 | 2 | 0.1 | -0.7
COCCNC(=O)Cn1nnc2ccccc2c1=O | 0 | -2 | -0.2 | 1.5
COc1cccc(CN2CCN(Cc3ccc(C(F)(F)F)cc3)CC2)c1 | -11 | 81* | 0.0 | -0.4
O=C(NCCc1ccccc1)c1ccc(NS(=O)(=O)c2ccccc2)cc1 | -8 | 6 | 0.2 | 0.2
Cc1c(Cc2ccccc2)c(=O)oc2cc(OCC(=O)OC(C)C)ccc12 | -1 | 1 | 0.0 | 2.2
O=C(Nc1ccccc1C(F)(F)F)c1cc2nc(-c3ccco3)cc(C(F)(F)F)n2n1 | -2 | 10 | 0.1 | 1.0
CC(C)N(Cc1ccccc1)C(=O)/C=C/c1ccccc1[N+](=O)[O-] | -2 | -24 | 0.1 | -2.4
Cc1cnc(-c2ccccc2)nc1NCCO | 10 | -4 | -0.1 | -1.1
C=CCn1c(SCC(=O)O)nnc1-c1ccccc1 | -2 | -1 | 0.1 | -1.9
Cc1sc(-c2cccnc2)nc1-c1ccc2c(c1)CCN2S(C)(=O)=O | 4 | 5 | 0.1 | 0.7
CC1(C)Cc2c(C#N)c(N3CCCC3)nc(-c3ccco3)c2CO1 | 0 | -4 | 0.0 | 12*
COc1cc(/C=N/NC(=O)c2cccc([N+](=O)[O-])c2)cc(Br)c1O | -1 | 33 | -0.1 | 1.0
CCCN1CCCc2cc(CCNS(C)(=O)=O)ccc21 | -1 | 51* | -0.1 | -1.5
CCOc1ccc(Nc2nc(C)nc3sc(C)c(C)c23)cc1 | -10 | 15 | -0.1 | 0.0
COc1ccccc1C(=O)Nc1cnc(NC(=O)c2cccs2)cc1C | -46 | -6 | 0.2 | -1.4
CCNS(=O)(=O)c1ccc(CCC(=O)N2CCN(c3ccccc3)CC2)cc1 | 2 | 17 | 0.2 | 2.1
Cc1ccc(NC(=O)c2nnn(-c3cccc(C)c3)c2N)cc1 | -87 | 7 | 0.1 | 0.3
CCC(C)NCCOCCOc1ccc(I)cc1 (configuration not stated) | -6 | 55* | 0.0 | 0.2

Continuation:
Results follow in this order: TEAD-YAP block	MITF inh	FBW7 act	GPR151 activ
Cc1cccc2nc(CSc3nnnn3-c3ccccc3)cn12
→ 0	3	0.2	-1.9
CCc1ccc(C(=O)COC(=O)c2cc(=O)c3ccccc3o2)cc1
→ -3	11	0.2	-1.3
O=C(O)CCCC(=O)Nc1ccc(F)c(F)c1
→ 13	8	0.0	-0.6
Cn1ccnc1SCc1cc(=O)c(OC(=O)c2ccc(F)c(F)c2)co1
→ -2	-10	-0.1	0.5
Cc1ccc(OC(=O)C2CC(=O)N(c3ccccc3C)C2)cc1C (configuration not stated)
→ 1	20	0.4	-1.6
COc1cccc(-c2c(Nc3ccccc3C)oc3c2c(=O)n(C)c(=O)n3C)c1
→ -24	23	-1.0	-3.4
O=C(NCc1ccccc1)C(C(F)(F)F)(C(F)(F)F)C(F)(F)F
→ 13	9	0.1	-1.1
CCn1c2ccccc2c2cc(CNCc3ccc(OC)cc3)ccc21
→ 3	27	-0.3	-0.9
CCN(CC)C(C(=O)NC1CCCCC1)c1ccc(OC)cc1 (configuration not stated)
→ 0	-3	-0.1	0.6
C=CCNc1cc(N2CCN(C(=O)c3ccc(Cl)cc3)CC2)ccc1[N+](=O)[O-]
→ 4	11	0.3	1.5
COCCN(Cc1cc2cc3c(cc2[nH]c1=O)OCO3)C(=O)c1ccccc1F
→ 3	7	0.2	0.8
Cn1c(=O)c2c(SCC(=O)N3CCOCC3)nc(-c3ccco3)nc2n(C)c1=O
→ -1	4	0.0	0.7
COc1cccc(-c2ccc3nnc(SCc4cccnc4)n3n2)c1
→ 5	-3	-0.1	-1.7
CCc1nn(CC(=O)NCCCOC)c(=O)c2cc3sc(C)cc3n12
→ 2	1	0.1	0.0
O=C1CC(c2cccc(F)c2)C2=C(CCCC2=O)N1 (configuration not stated)
→ 6	-1	0.0	0.0
Cc1cccc(C(=O)N2CCN3C(=O)[C@H](Cc4ccc(Cl)cc4)NC(=O)[C@H]3C2)c1
→ 8	-13	0.2	-0.4
CCN1CCC(N(Cc2ccco2)C(=O)Nc2cc(Cl)ccc2C(=O)OC)CC1
→ 5	11	0.2	-0.6
C[C@H](O)[C@H]1NC(=O)[C@@H]2C[C@H](NC(=O)c3cccnc3)CN2C1=O
→ 4	8	0.0	1.9
COc1cc(OC)cc(C(=O)Oc2coc(CSc3nccc(C)n3)cc2=O)c1
→ -4	4	-0.1	0.1
COc1ccc(-c2nn(-c3ccccc3)cc2C2CC(c3ccc(Br)cc3)=NN2C(=O)CCC(=O)O)cc1 (configuration not stated)
→ -2	-13	-0.2	-0.6

Three of these compounds in a different format.
| structure | TEAD-YAP block | MITF inh | FBW7 act | GPR151 activ |
| --- | --- | --- | --- | --- |
| COc1cccc(-c2c(Nc3ccccc3C)oc3c2c(=O)n(C)c(=O)n3C)c1 | -24 | 23 | -1.0 | -3.4 |
| O=C(NCc1ccccc1)C(C(F)(F)F)(C(F)(F)F)C(F)(F)F | 13 | 9 | 0.1 | -1.1 |
| CCn1c2ccccc2c2cc(CNCc3ccc(OC)cc3)ccc21 | 3 | 27 | -0.3 | -0.9 |

The list continues.
Results follow in this order: TEAD-YAP block	MITF inh	FBW7 act	GPR151 activ
COC(=O)c1c(NC(=O)c2ccco2)sc2c1CC(C)(C)NC2(C)C
→ -2	8	0.0	0.5
COc1cccc(/C=N/Nc2ncnc3c(C)csc23)c1O
→ -6	-13	0.0	-0.5
COc1ccc(-c2nc(NC(=O)CSc3nnc(C)s3)ns2)cc1
→ -5	5	0.1	-0.3
COC(=O)c1ccccc1NC(=O)Nc1ccccc1C
→ 8	-20	0.1	1.7
C=CCn1c(SCc2ccccc2C#N)nc(C(F)(F)F)cc1=O
→ -9	8	0.2	1.2
CCOc1ccc(S(=O)(=O)NNS(=O)(=O)c2ccc(C)cc2C)cc1
→ -2	-6	-0.3	-1.0
Cc1ccc(-n2[nH]c(C)c(C=Nc3c(C)cc(C)cc3[N+](=O)[O-])c2=O)cc1
→ 8	11	-0.3	0.4
CCOC(=O)C1=C(C)Nc2ncnn2C1c1ccc(C(=O)O)cc1 (configuration not stated)
→ 2	6	0.3	0.6
CN(CCc1ccccn1)Cc1cccc2ccccc12
→ 14	-2	0.0	-1.3
Cc1cccc(N2C(=O)NC(=O)/C(=C\c3cccn3C)C2=O)c1
→ 4	-14	-0.3	1.5
COC(=O)C1=C(C)N(c2ccc(OC)c(Cl)c2)C(=O)/C1=C\c1ccccc1OC
→ -5	-7	-0.2	-0.6
CC(C)N(Cc1nc(-c2ccc(Cl)cc2)no1)S(=O)(=O)c1ccccc1
→ 3	-6	0.1	-1.0
CCCNC(=O)c1cnc(Br)s1
→ -3	12	0.4	-2.8
